TRPML3 ag – agonists of human TRPML3 channel; HEK293 TRPML3-YFP, Fluo-8 calcium fluorescence; 100% = the carbachol control signal; activation, % at 3 µM; hit rate 0.29% among 220,000;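 active = activation above its plate's cutoff, the mean activation of the plate's test wells plus 3 SD, cut at about 12% in these data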;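 also: 0% = DMSO only wells and 100% = carbachol wells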
Target sequence (Q8TDD5 whole entry, looked up): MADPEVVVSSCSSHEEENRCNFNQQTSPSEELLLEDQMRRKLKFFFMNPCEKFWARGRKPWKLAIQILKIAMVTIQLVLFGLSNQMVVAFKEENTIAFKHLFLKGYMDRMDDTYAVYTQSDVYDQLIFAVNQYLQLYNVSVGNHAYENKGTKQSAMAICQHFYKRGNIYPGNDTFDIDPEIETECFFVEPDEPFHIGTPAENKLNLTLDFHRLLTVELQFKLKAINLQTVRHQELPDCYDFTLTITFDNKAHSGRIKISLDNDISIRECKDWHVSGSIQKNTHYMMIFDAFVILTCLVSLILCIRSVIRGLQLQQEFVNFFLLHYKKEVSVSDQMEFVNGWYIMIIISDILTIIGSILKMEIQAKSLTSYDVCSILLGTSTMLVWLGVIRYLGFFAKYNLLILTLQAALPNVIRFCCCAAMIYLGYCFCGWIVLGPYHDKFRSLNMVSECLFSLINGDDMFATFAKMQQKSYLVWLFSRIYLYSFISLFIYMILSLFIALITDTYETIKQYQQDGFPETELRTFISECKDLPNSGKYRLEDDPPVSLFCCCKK
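Test system: HEK293 cells stably carrying human TRPML3-YFP; Doses: single dose, 3 µM final nominal compound, 0.3% DMSO final; Schedule: dye loading 1 h 37 °C then 30 min ambient, 125 s read; Technique: Fluo-8 calcium fluorescence; Benchmarks: high control carbachol 87 µM, low control DMSO.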
PPC-1+TRAIL kill – kills PPC-1 cancer cells in the presence of TRAIL. cell killing (% activity), % at 4 µM. hit rate 0.41% among 220,000. AID 1443. PPC-1 cells + TRAIL, ATPLite viability luminescence;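 active = cell killing above 50% in the first pass at 4 µM, then a duplicate retest at 5 µM averaging 50% or more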;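 also: plate controls were cells with TRAIL plus DMSO for no effect and medium-only wells lacking cells for full effect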
Mdm2 ligase inh – inhibitors of human Mdm2 E3 ubiquitin ligase | hit rate 0.11% among 210,000 | signal enhancement, % at 5 µM | cell-based MDM2 ubiquitination luciferase reporter, 2 h; 0 = plate control, 100 = twice control, blank-subtracted;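 active = signal enhancement of 30% or more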;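 also: luminescence tracks abundance of the self-degrading MDM2-luciferase fusion protein; higher signal means inhibition of MDM2 E3 ligase activity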
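Assay system: mammalian cells stably expressing self-ubiquitinating, self-degrading MDM2 E3–luciferase fusion. Quantity: 2000 cells in each well. Medium: DMEM culture medium. Compound dosing: single-point 5 µM. Timing: cell settling 4 h, compound treatment 2 h, both 37 °C. Technique: luciferase luminescence. Read-out basis: percent signal gain over controls, blank-subtracted. Benchmarks: plate controls and plate blanks.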
EBV gp42 block – EBV gp42 inhibition. hit rate 0.42% among 220,000. inhibition, % (tested at 21.74 µM). Q1HVG2. AID 1085. Fluorescence polarization binding assay, mP read-out; in the data active = inhibition above about 50%
Target sequence (Q1HVG2 whole entry, looked up): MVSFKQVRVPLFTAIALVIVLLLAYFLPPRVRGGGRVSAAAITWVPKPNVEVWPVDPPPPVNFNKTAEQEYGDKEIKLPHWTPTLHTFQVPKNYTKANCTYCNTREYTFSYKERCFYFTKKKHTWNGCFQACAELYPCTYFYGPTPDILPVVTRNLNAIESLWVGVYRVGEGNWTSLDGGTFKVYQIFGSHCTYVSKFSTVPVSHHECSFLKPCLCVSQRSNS
TNF death inh – blocks TNF-alpha induced death of Jurkat FADD-/- cells. activation (protection from cell death), % at 10 µM. Jurkat FADD-/- TNF necroptosis rescue, ATP luminescence, 24 h; 0 = TNF only, 100 = no-TNF cells. hit rate 0.068% among 220,000;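 active = activation, meaning protection from cell death, of at least 50% relative to plate controls; inactive = activation below 50%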;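 also: necroptosis triggered by 40 ng/mL TNF-alpha added together with compound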
Runt-SMMHC FRET – Runt domain-CBFb-SMMHC interaction inhibition. Q01196+Q13951. Cerulean-Runt/Venus-CBFb-SMMHC FRET ratio 530/480, 1 h. inhibition, % at 20 µM. hit rate 0.74% among 220,000. AID 1434;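 active = mean inhibition across duplicate retests at 20 µM reaching about 50%, limit read from the data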;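 also: 0% = DMSO wells and 100% = wells with excess untagged CBFb-SMMHC; inhibitors lower the FRET ratio by blocking Runt binding to CBFb-SMMHC; some results filed as inactive read as strong as hits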
TRPN1 ag – agonists of zebrafish TRPN1 channel; activation, % at 3 µM; hit rate 0.18% among 220,000; HEK293 zebrafish TRPN1-YFP, Fluo-8 calcium fluorescence; 100% = response to 87 µM carbachol;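 active = activation above its plate's cutoff, the mean activation of test wells on that plate plus 3 SD, cut at about 19% in these data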;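 also: 0% = DMSO alone and 100% = 87 µM carbachol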
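Material: zebrafish TRPN1-YFP in HEK293 cells. Doses: one dose of 3 µM, 0.3% DMSO. Incubation: dye 1 h 37 °C plus 30 min RT. Measured by: intracellular calcium fluorescence with Fluo-8.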
p47phox inh – inhibitors of human p47phox binding; p47phox/p22phox peptide binding, fluorescence polarization, 2 h; hit rate 0.53% among 220,000; AID 1274; inhibition, % at 24.7 µM;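 active = inhibition above about 30%, limit read from the data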;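 also: 0% = p47phox with labelled peptide and 100% = labelled peptide alone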
CHOP inhibitor – inhibitors of CHOP induction in ER stress response. CHO-K1 CHOP-promoter luciferase, tunicamycin-induced, 15-18 h. inhibition, % at 10 µM. hit rate 3.8% among 220,000;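 active = compounds that reduced the stress-induced luciferase reporter signal by more than about 70% of percent inhibition, limit read from the data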;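 also: 0% = tunicamycin plus vehicle and 100% = wells without tunicamycin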
Starred values were filed as active, the others as inactive; / = not tested or not shown.

#1 O=C(O)Cn1nnc2ccccc21
#2 CCOC(=O)N1CCN(C(=O)c2cc3c(-c4ccc(Cl)cc4)nn(C)c3s2)CC1
#3 C/C(=N/NC(=O)c1ccco1)c1cccnc1
#4 O=C(Nc1ccc(NC(=O)c2ccco2)nc1)c1cccnc1
#5 CC(C)Cn1c(-c2ccc(Br)cc2)c[nH]c1=S
#6 COc1ccc(S(=O)(=O)n2ccc(C)n2)cc1C
#7 CC12CC(c3ccccc3O1)N(C(=O)c1ccc(Br)o1)C(=O)N2c1ccccc1 (centres undefined)
#8 C/C=C/c1ccc(OCCCNC(C)CC)c(OC)c1 (centres undefined)
#9 COc1ccc(-c2cc(C(=O)N3CCOCC3)no2)cc1OC
#10 COCCN1C(=O)C(=O)/C(=C(/O)c2cccc(OC)c2)C1c1ccco1 (centres undefined)

screen / no. | 1 | 2 | 3 | 4 | 5 | 6 | 7 | 8 | 9 | 10
TRPML3 ag | 0.6 | 0.8 | 0.7 | 0.2 | -1.4 | 0.6 | 0.0 | 0.6 | -0.1 | 0.0
PPC-1+TRAIL kill | 5 | -31 | 13 | 30 | 0 | 15 | 8 | 20 | -21 | 9
Mdm2 ligase inh | -8 | -23 | -5 | -36 | -7 | -5 | -24 | -13 | -6 | -20
EBV gp42 block | -12 | 2 | -22 | 7 | -2 | -14 | -1 | -8 | -15 | -13
TNF death inh | 0.2 | -5.8 | 0.3 | 0.4 | 0.5 | 0.0 | -1.3 | 0.3 | -2.0 | -1.4
Runt-SMMHC FRET | 2 | -2 | 1 | -1 | 15 | 2 | -1 | 1 | 1 | 3
TRPN1 ag | 0.4 | 0.0 | 0.4 | 1.0 | -3.9 | -1.5 | -1.5 | -1.5 | 0.3 | -0.9
p47phox inh | -13 | -7 | -3 | 3 | -3 | -2 | -9 | -11 | 3 | -7
CHOP inhibitor | 12 | 69 | -1 | 27 | 35 | 0 | 29 | 24 | -3 | 18

#11 CCN(CC)c1ncnc2c1sc1nc(N3CCOCC3)c3c(c12)CCC3
#12 COc1ccc(/C=C/C(=O)NNc2c(F)c(F)cc(F)c2F)cc1OC
#13 CC1=CC(=C2C=CC(=O)C=C2)C=C(C)N1C
#14 COc1ccc(N2CCN(C(=O)CSc3nnc(-c4cccnc4)n3-c3ccc(F)cc3)CC2)cc1
#15 Cc1ccc(C)c(NC(=S)N(C2CCCCC2)C(C)c2cccnc2)c1 (centres undefined)
#16 Cc1ccc(-c2noc(CNc3ccccc3)n2)cc1
#17 CCCOc1ccc(NC(=O)c2c(-c3ccccc3)noc2C)cc1
#18 O=c1sc2ccccc2c(N2CCCCC2)c1[N+](=O)[O-]
#19 COc1ccc(C(=O)Nc2ccccc2C(=O)O)cc1Cl
#20 Nc1c(C(=O)NCCc2ccccc2)nnn1Cc1ccc(Cl)cc1

screen / no. | 11 | 12 | 13 | 14 | 15 | 16 | 17 | 18 | 19 | 20
TRPML3 ag | 0.1 | 0.2 | -0.1 | 0.1 | 0.9 | 0.2 | -0.6 | 1.0 | 0.2 | 1.5
PPC-1+TRAIL kill | 2 | -1 | 8 | 2 | 12 | -14 | 7 | 18 | 29 | 12
Mdm2 ligase inh | -3 | -2 | -5 | 13 | / | -1 | -29 | -8 | -15 | -13
EBV gp42 block | -4 | -2 | -11 | -19 | -11 | -9 | -17 | -12 | 3 | 0
TNF death inh | -13 | 3.7 | 0.3 | -0.6 | -0.1 | 1.5 | 0.3 | 0.0 | -0.4 | 0.4
Runt-SMMHC FRET | -5 | 4 | -8 | -7 | 3 | 3 | -2 | -2 | -3 | 1
TRPN1 ag | 0.6 | 1.2 | 1.3 | 0.6 | 2.8 | -0.4 | -0.6 | -0.1 | 0.7 | 0.5
p47phox inh | 0 | -26 | -7 | -6 | -7 | -19 | -2 | -10 | 9 | 1
CHOP inhibitor | 58 | 16 | 12 | 17 | -8 | 10 | 35 | 2 | 21 | 26

Compound profiles (already shown). Screens in order: TRPML3 ag, PPC-1+TRAIL kill, Mdm2 ligase inh, EBV gp42 block, TNF death inh, Runt-SMMHC FRET, TRPN1 ag, p47phox inh, CHOP inhibitor
`O=c1sc2ccccc2c(N2CCCCC2)c1[N+](=O)[O-]` is entered as 1.0, 18, -8, -12, 0.0, -2, -0.1, -10, 2
`COc1ccc(C(=O)Nc2ccccc2C(=O)O)cc1Cl` is entered as 0.2, 29, -15, 3, -0.4, -3, 0.7, 9, 21
`CC1=CC(=C2C=CC(=O)C=C2)C=C(C)N1C` is entered as -0.1, 8, -5, -11, 0.3, -8, 1.3, -7, 12
`COc1ccc(N2CCN(C(=O)CSc3nnc(-c4cccnc4)n3-c3ccc(F)cc3)CC2)cc1` is entered as 0.1, 2, 13, -19, -0.6, -7, 0.6, -6, 17

Next part
#21 O=S(=O)(CS(=O)(=O)c1ccc(Cl)cc1)c1ccc(Cl)cc1
#22 Cc1ccc(CCN2CC(C(=O)NCCN3CCOCC3)CC2=O)cc1 (centres undefined)
#23 CCCCSc1nc2c(cc1C#N)CCC2
#24 Cc1ccccc1-c1nnn(Cc2ccc(-c3nn[nH]n3)cc2)n1
#25 Cc1cc(=O)[nH]c(N/N=C/C2=C(N3CCOCC3)C(=C\c3ccc(Cl)cc3)/CC2)n1
#26 COc1ccc(N2C(=O)C(CC(=O)Nc3ccc(Cl)cc3)N(NC(=O)c3cccc(F)c3)C2=S)cc1 (centres undefined)
#27 CN(CC(=O)Nc1ccccc1Cl)C(=O)CSc1nnc(-c2ccco2)o1
#28 Cc1ccccc1NC(=O)CCC(=O)N/N=C/c1ccc(F)cc1
#29 CCNC(=O)CCc1nc(-c2ccc(C(C)(C)C)cc2)no1
#30 COCC(=O)n1nc(-c2ccccc2)nc1NCc1cccs1

screen / no. | 21 | 22 | 23 | 24 | 25 | 26 | 27 | 28 | 29 | 30
TRPML3 ag | -0.6 | 0.5 | 0.6 | 1.1 | 0.6 | 1.4 | 0.6 | 0.6 | 1.1 | 0.6
PPC-1+TRAIL kill | 8 | 0 | 0 | 33 | 35 | 14 | 4 | -3 | 40 | 3
Mdm2 ligase inh | -7 | -11 | -3 | -10 | -6 | / | -12 | -6 | -23 | 5
EBV gp42 block | -7 | -5 | -11 | -6 | -21 | -12 | -16 | -8 | 1 | -3
TNF death inh | 3.1 | 0.7 | -2.6 | 0.5 | 0.8 | -0.1 | 0.0 | 0.3 | 0.2 | 3.1
Runt-SMMHC FRET | -7 | -3 | 0 | -8 | -5 | -1 | -5 | 0 | -1 | 0
TRPN1 ag | -2.0 | 1.4 | -1.5 | 0.1 | 1.3 | 4.0 | 0.2 | 0.2 | 3.1 | 0.6
p47phox inh | -5 | -17 | -9 | -11 | -5 | -16 | -13 | -3 | -5 | 0
CHOP inhibitor | -12 | -4 | 27 | -15 | 49 | 24 | -5 | 7 | 91* | 12

#31 COc1ccc(C(=O)CN2C(=O)c3ccccc3S2(=O)=O)cc1
#32 N#CCCN(Cc1cccs1)C(=O)Nc1ccc(F)cc1
#33 CC(Sc1nnc(Cc2cccs2)n1C1CCCCC1)C(=O)NCc1ccco1 (centres undefined)
#34 CCCCN(CC)CCNc1c(N2CCN(C(=O)OCC)CC2)c(=O)c1=O
#35 CCOc1ccc(CCNC(=O)C2CCN(c3nnc(-n4cccc4)s3)CC2)cc1OCC
#36 CCSc1nc(O)cc(=O)[nH]1
#37 Cc1ccc(C(c2c(C)nn(-c3ccccc3)c2N)c2c(C)nn(-c3ccccc3)c2N)cc1
#38 O=C(CSC(=S)N1CCCC1)c1cc(Br)cc(Br)c1O
#39 CC(C)Cc1cc(C(=O)N2CCC(N3CCC(C(=O)N4CCOCC4)CC3)CC2)n[nH]1
#40 Cc1ccccc1NC(=S)NNC(=O)c1ccoc1C

screen / no. | 31 | 32 | 33 | 34 | 35 | 36 | 37 | 38 | 39 | 40
TRPML3 ag | 0.6 | 0.2 | -1.2 | 0.4 | 1.7 | 0.6 | 0.4 | -1.0 | 0.3 | 1.6
PPC-1+TRAIL kill | 38 | 16 | 5 | 22 | -5 | 10 | 8 | 10 | 2 | 6
Mdm2 ligase inh | -73 | -1 | -7 | -14 | -4 | / | -5 | 11 | -14 | -31
EBV gp42 block | -5 | -13 | 7 | -14 | -20 | -11 | 2 | -7 | -7 | -2
TNF death inh | 1.2 | 2.2 | -2.6 | 0.4 | -4.8 | 1.5 | 1.2 | -2.6 | 0.5 | -3.6
Runt-SMMHC FRET | 1 | 0 | 3 | -9 | 4 | -1 | 0 | 3 | -1 | 4
TRPN1 ag | 1.4 | 0.0 | -1.0 | 1.5 | 0.0 | 2.0 | 0.9 | 0.3 | 0.8 | -0.8
p47phox inh | -7 | -1 | -3 | -2 | -6 | -5 | -2 | -47 | -10 | -1
CHOP inhibitor | 53 | 3 | -7 | 24 | 15 | 6 | 51 | -52 | 1 | 3

#41 CC(C)Cc1nc2sc3c(=O)[nH]cnc3c2c2c1CCCC2
#42 CCOC(=O)c1cccc(NC(=O)CCn2nnc3ccccc32)c1
#43 Cc1ccc(CNC(=O)C2CCC(CNc3nc(=S)[nH]c4ccccc34)CC2)cc1 (centres undefined)
#44 Cc1ccc(NC(=O)c2nn(C34CC5CC(CC(C5)C3)C4)cc2[N+](=O)[O-])cc1
#45 NS(=O)(=O)c1ccc(NC(=O)CSc2ccc3ccccc3n2)cc1
#46 Cn1c(SCC(=O)N2c3ccccc3Sc3ccccc32)nnc1-c1ccco1
#47 COC(=O)CSc1nnc(NC(=O)/C=C\c2ccc3c(c2)OCO3)s1
#48 Cc1ccccc1-c1ccc(=O)n(CC(=O)Nc2ccc(C(=O)N3CCCC3)cc2)n1
#49 CCCn1c(C)cc(C)c(C#N)c1=O
#50 CCn1nnc(NC(=O)Cc2ccc(Cl)cc2)n1
#51 Nc1ccc2oc(-c3cccc4ccccc34)nc2c1
#52 O=C(NNC(=O)c1cccs1)c1ccc(Cl)c([N+](=O)[O-])c1

screen / no. | 41 | 42 | 43 | 44 | 45 | 46 | 47 | 48 | 49 | 50 | 51 | 52
TRPML3 ag | 1.2 | -1.0 | -0.6 | -0.2 | 0.4 | -0.6 | 0.9 | -0.3 | 1.0 | -0.5 | -0.7 | 0.4
PPC-1+TRAIL kill | 3 | -2 | 10 | 18 | -4 | -8 | 33 | 9 | 7 | 7 | 10 | -9
Mdm2 ligase inh | -21 | -9 | 1 | -20 | -27 | 3 | -7 | 4 | 3 | -9 | -16 | -12
EBV gp42 block | -20 | -2 | -1 | -5 | 5 | -2 | -23 | 11 | -18 | -14 | -9 | 9
TNF death inh | -4.7 | -1.2 | 1.5 | -1.7 | 0.2 | -4.4 | 2.1 | 2.1 | 0.9 | 2.1 | -10.0 | -0.2
Runt-SMMHC FRET | -4 | -2 | -3 | 0 | -4 | 1 | -2 | 0 | 3 | 2 | -14 | -3
TRPN1 ag | -0.8 | -0.1 | -0.1 | -1.2 | 0.9 | -0.2 | 0.8 | 0.3 | 3.0 | -0.2 | -1.4 | 0.3
p47phox inh | -26 | -14 | 20 | -4 | -9 | -13 | 5 | 4 | -2 | -10 | -15 | -2
CHOP inhibitor | 4 | 12 | 98* | 42 | 31 | -34 | 36 | -2 | 20 | -12 | 81* | -24
